hgDAF12 agonist: hgDAF-12 agonism, primary luciferase screen | HEK293 GAL4-hgDAF12 UAS-luciferase reporter, agonist luminescence; normalized to butyrate control | activation, % at 6.8 µM | hit rate 1.8% among 370,000 | AID 687014;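 active means activation above a cutoff set at the mean of all screened compounds plus 3 SD, cut at about 10% in these data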;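 further: 0% = DMSO wells and 100% = sodium butyrate wells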
ADAM10 inh: inhibitors of human ADAM10; O14672; inhibition, % at 7 µM; recombinant ADAM10, EDANS/DABCYL FRET peptide cleavage, 3 h; AID 720582; hit rate 0.62% among 370,000;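 active means inhibition above a per-campaign cutoff equal to the mean of compounds falling between control-based bounds plus 3 SD, cut at about 20% in these data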;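 further: 0% = DMSO wells while the 100% control is not disclosed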
Target sequence (O14672 214-748 limits assumed): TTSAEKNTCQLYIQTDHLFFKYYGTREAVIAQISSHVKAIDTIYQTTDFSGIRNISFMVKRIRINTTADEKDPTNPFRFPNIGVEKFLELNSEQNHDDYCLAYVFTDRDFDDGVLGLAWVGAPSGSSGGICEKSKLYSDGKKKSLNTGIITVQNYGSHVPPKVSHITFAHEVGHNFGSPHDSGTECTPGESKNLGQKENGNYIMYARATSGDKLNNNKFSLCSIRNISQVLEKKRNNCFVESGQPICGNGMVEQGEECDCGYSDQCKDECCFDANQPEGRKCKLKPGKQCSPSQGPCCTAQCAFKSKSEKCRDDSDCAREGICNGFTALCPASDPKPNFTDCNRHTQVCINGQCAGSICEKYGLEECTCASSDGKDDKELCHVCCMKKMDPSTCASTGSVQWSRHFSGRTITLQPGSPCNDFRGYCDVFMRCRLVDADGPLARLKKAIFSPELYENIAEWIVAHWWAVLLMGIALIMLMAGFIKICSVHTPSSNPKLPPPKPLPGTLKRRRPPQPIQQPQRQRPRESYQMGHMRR
ADAM17 inh: inhibitors of human ADAM17 | recombinant ADAM17, EDANS/DABCYL FRET peptide cleavage | inhibition, % at 6.95 µM | hit rate 0.83% among 370,000 | AID 720648;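 active means inhibition above the mean of compounds lying between control limits plus 3 SD, set per campaign, cut at about 8.5% in these data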;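 further: 0% = DMSO-only wells as the low control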
DAX1 inh-1: DAX1 (NR0B1) inhibition, primary screen. HEK293T StAR-luciferase reporter, SF-1/DAX-1 repression relief. inhibition, % at 6.8 µM. hit rate 1.1% among 370,000. AID 652010;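 active means inhibition above the mean over all tested compounds plus 3 SD, cut at about 3.6% in these data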;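 further: 0% = DAX-1 cells with DMSO and 100% = cells lacking DAX-1 with DMSO; higher inhibition means more luminescence from relief of DAX-1 repression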
DAX1 inh-2: inhibitors of human orphan nuclear receptor DAX1 (NR0B1); P51843; HEK293 Gal4-DAX1 luciferase reporter, luminescence; inhibition, % at 6.75 µM; hit rate 0.99% among 340,000; AID 504766;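 active means inhibition above the mean over all tested compounds plus 3 SD, cut at about 4.2% in these data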;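 further: 0% = DAX1-transfected cells with DMSO and 100% = empty-vector control cells with DMSO; inhibition shows as a rise in luminescence from relieved DAX1 repression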
PLC-gamma1 inh: inhibitors of human phospholipase C gamma1 | hit rate 0.84% among 370,000 | purified PLC-gamma1, fluorogenic substrate, fluorescence | inhibition, % at 12.2 µM; in the data active means inhibition above about 9.5%
sPLA2-III inh: Inhibits HGIII-sPLA2 liposome hydrolysis, primary screen; inhibition, % at 12.2 µM; Q9NZ20; QFRET BODIPY PC-A2 liposome hydrolysis, fluorescence; hit rate 0.56% among 370,000;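 active means inhibition above mean plus 3 SD of compounds lying within the high and low control bounds, cut at about 19% in these data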;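 further: 0% = median of test compound wells and 100% = no enzyme DMSO wells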
Target sequence (Q9NZ20 whole entry, looked up): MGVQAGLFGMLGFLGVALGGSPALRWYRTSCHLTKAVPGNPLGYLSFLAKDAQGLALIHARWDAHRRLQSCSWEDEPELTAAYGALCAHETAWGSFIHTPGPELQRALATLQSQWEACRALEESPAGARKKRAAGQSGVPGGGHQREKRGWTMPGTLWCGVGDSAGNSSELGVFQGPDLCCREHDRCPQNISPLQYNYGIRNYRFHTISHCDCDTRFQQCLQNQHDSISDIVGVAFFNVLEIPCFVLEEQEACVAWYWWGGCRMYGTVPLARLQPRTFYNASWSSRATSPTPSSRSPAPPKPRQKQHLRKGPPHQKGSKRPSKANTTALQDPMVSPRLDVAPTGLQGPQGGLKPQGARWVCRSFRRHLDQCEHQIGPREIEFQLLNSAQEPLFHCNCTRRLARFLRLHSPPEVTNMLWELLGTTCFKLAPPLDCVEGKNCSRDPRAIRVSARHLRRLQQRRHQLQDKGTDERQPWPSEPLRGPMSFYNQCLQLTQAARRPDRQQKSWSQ
PLCb3 inh: PLC-beta3 (human) inhibition, primary screen | Purified PLC-beta3, fluorogenic substrate, fluorescence | inhibition, % at 12.2 µM | hit rate 0.18% among 370,000 | AID 720704; in the data active means inhibition above about 11%;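 further: 0% = median of compound wells on plate and 100% = full blocker control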
hcDAF12 agonist: activators of H. contortus DAF-12 nuclear receptor. AID 652067. HEK293 hcDAF-12 lit1-tk-luc reporter, luminescence; 0% DMSO, 100% Δ7-dafachronic acid. activation, % at 6.8 µM. hit rate 1.4% among 370,000;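 active means activation above the mean of all tested compounds plus 3 SD, cut at about 5.5% in these data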;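 further: 100% = response to 3 µM Δ7-dafachronic acid high control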
ssDAF12 agonist: activators of S. stercoralis DAF-12 nuclear receptor; HEK293 ssDAF-12/GRIP1 lit1-tk-luc reporter, luminescence; % of 3 µM dafachronic acid response; activation, % at 6.8 µM; hit rate 1% among 370,000;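 active means activation above the mean over all tested compounds plus 3 SD, cut at about 0.9% in these data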;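 further: 0% = DMSO-only wells and 100% = 3 µM delta7-dafachronic acid wells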
GAA850 FXN act: increases GAA850 frataxin promoter reporter activity | HEK293 lucGAA850 FXN promoter luciferase reporter, 24 h; percent of 10 µM SAHA response | activation, % at 6 µM | hit rate 0.56% among 360,000;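 active means activation above the average of all compounds screened plus 3 SD, cutoff fixed separately per campaign, cut at about 7.5% in these data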;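 further: 0% = DMSO wells and 100% = 10 µM SAHA wells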
Active calls of the source: *; i = inactive; . = not tested or not shown. Hits appear at their usual frequency; 6.9% or so of the library scored in one or more.

SMILES	hgDAF12 agonist	ADAM10 inh	ADAM17 inh	DAX1 inh-1	DAX1 inh-2	PLC-gamma1 inh	sPLA2-III inh	PLCb3 inh	hcDAF12 agonist	ssDAF12 agonist	GAA850 FXN act
CC(C(=O)O)N(C(=O)c1ccccc1)c1ccc(F)cc1 (stereo unspecified)	-0.7	-8	-2	0.1	0.4	-1	4	1	0.2	-1.2	0.6
c1ccc2nc(NN=C3CCCCC3)ccc2c1	10	-37	-9	4.5*	2.8	-20	5	-30	6.7*	1.8*	4.4
COc1ccc(CCNC(=O)Cn2c(-c3nonc3N)nc3ccccc32)cc1OC	-2.6	-1	-6	-1.1	0.0	-4	-4	-3	-1.1	-0.9	-0.1
CC(C)(C)C(=O)Nc1ccc(S(=O)(=O)N2CCCC2)cc1	0.4	-7	-3	-0.6	0.7	-3	1	-3	2.4	-1.0	0.1
Cn1c2ccccc2c2c(C(=O)N3CCN(C(=O)c4ccco4)CC3)cn(C3CCCCC3)c(=O)c21	-2.7	-278	-77	-0.9	-2.0	-11	0	-19	-3.0	-1.4	-3.9
CCCCC1OC2(C)OC(=N)C1(C#N)C(C#N)(C#N)C2c1ccccc1 (stereo unspecified)	1.4	i	-418	0.3	-0.8	-351	-11	-397	4.2	-1.0	-0.1
COCCOC(=O)c1c(NC(=O)CNC2CCCc3ccccc32)sc(C(N)=O)c1C (stereo unspecified)	2.6	-5	-5	0.5	3.6	-1	0	-10	-1.0	-1.1	4.8
NC(=O)c1ccc2nc(NC(=O)c3ccc(N)cc3)sc2c1	5.4	-10	-8	-0.8	.	-22	5	-30	-1.0	-1.4	2.4
CCN(C(=O)COC(=O)Cn1c(=O)oc2ccccc21)c1c(N)n(Cc2ccccc2)c(=O)[nH]c1=O	0.2	-8	-7	0.0	0.5	0	5	0	-0.9	-0.3	-2.3
COc1cc(C2=NOC(C(=O)N3CCOCC3)C2)cc(OC)c1OC (stereo unspecified)	0.6	5	-6	0.2	0.9	1	2	0	1.3	0.5	-0.1
O=C(Nc1cccc2ncccc12)c1ccc(-c2ccc(Br)cc2)o1	-0.5	1	1	-0.1	-2.3	-22	0	-37	1.5	-0.8	-3.8
CC(C)(C)c1ccc(C(=O)NC(=S)NNC(=O)COc2ccccc2)cc1	11*	3	3	12*	0.9	-3	-8	-6	2.4	-0.4	3.9

Pulled by compound from the list above, two records:
SMILES	hgDAF12 agonist	ADAM10 inh	ADAM17 inh	DAX1 inh-1	DAX1 inh-2	PLC-gamma1 inh	sPLA2-III inh	PLCb3 inh	hcDAF12 agonist	ssDAF12 agonist	GAA850 FXN act
Cn1c2ccccc2c2c(C(=O)N3CCN(C(=O)c4ccco4)CC3)cn(C3CCCCC3)c(=O)c21	-2.7	-278	-77	-0.9	-2.0	-11	0	-19	-3.0	-1.4	-3.9
CC(C(=O)O)N(C(=O)c1ccccc1)c1ccc(F)cc1 (stereo unspecified)	-0.7	-8	-2	0.1	0.4	-1	4	1	0.2	-1.2	0.6

New compounds follow.
SMILES	hgDAF12 agonist	ADAM10 inh	ADAM17 inh	DAX1 inh-1	DAX1 inh-2	PLC-gamma1 inh	sPLA2-III inh	PLCb3 inh	hcDAF12 agonist	ssDAF12 agonist	GAA850 FXN act
CC(Sc1nc(-c2ccccc2)cc(C(F)(F)F)n1)C(=O)NCCN1CCOCC1 (stereo unspecified)	0.8	0	0	-0.3	-0.3	1	-5	6	-2.4	-1.6	-2.5
CC(=O)NC(=O)c1ccc(-c2ccc(Cl)cc2)o1	1.1	-119	-37	-0.4	2.2	-9	5	-4	-0.8	-1.3	2.3
Cc1ccc(-n2nnnc2-c2cccc(C)c2)cc1	-1.8	-4	-3	-0.8	0.7	-4	-4	-8	-1.7	-1.7	2.6
O=C1/C(=C/c2cccs2)SC(=S)N1CCC(=O)N1CCCCC1CCO (stereo unspecified)	8.4	-4	0	0.1	0.0	2	-12	-7	2.6	0.2	1.2
CC(C)(C)OC(=O)N1CCC(NC(=O)c2[nH]cnc2C(=O)Nc2ccc(Cl)cc2)CC1	0.0	2	3	0.2	1.9	0	2	3	-0.9	-1.2	-0.5
Cc1cccc(C)c1OCC(=O)NCc1ccccc1	0.4	6	-1	0.1	1.5	-2	1	-9	0.2	-0.9	0.3
C=CCC1(CC=C)CCCN1C(=O)c1cc(COc2ccc(-n3cncn3)cc2)on1	-7.7	4	3	-7.6	-1.9	-2	-14	-4	-5.8	-2.2	-1.8
CC(c1ccccc1)N1C(=O)c2ccc(C(=O)Nc3ccccc3C(=O)O)cc2C1=O (stereo unspecified)	-3.9	-14	-10	-1.9	-0.8	-9	-27	-18	-1.5	-0.7	-5.3
CCOc1ccc(-c2cc(CCCC(=O)Nc3cccc(OC)c3)no2)cc1	-4.9	2	2	-4.8	-3.1	-1	-23	0	-5.8	-2.2	-11
O=C(O)CCC(=NNC(=O)c1cccc(S(=O)(=O)N2CCCCC2)c1)c1ccccc1	-1.5	-9	-3	-1.4	1.0	3	13	-10	3.8	-0.8	0.9
O=C(NCc1ccccc1)[C@H]1CCCN1C(=O)[C@H]1CCCN1C(=O)c1cc(F)cc(F)c1	-0.2	-11	-4	0.8	.	0	9	-3	0.4	0.4	.
CC1CCN(CC(=O)NCCc2ccc(F)cc2)CC1	-0.5	0	-1	-0.6	0.9	1	-3	0	-1.4	-1.4	0.9
Nc1nc(NCC2CCCO2)nc(Nc2ccc(F)cc2)c1[N+](=O)[O-] (stereo unspecified)	0.1	-4	-7	-0.1	0.3	-3	14	-3	0.4	-0.7	2.4
CCc1ccccc1N(CC(=O)NCc1ccco1)C(=O)CCC(=O)Nc1ccccn1	-0.1	-12	2	0.1	0.0	1	-11	1	-0.9	0.3	-2.3
CCCN1CCN(S(=O)(=O)c2ccc3c(c2)NC(=O)C(C)S3)CC1 (stereo unspecified)	-1.1	5	3	0.2	0.5	0	-6	-5	-2.8	-0.7	-1.0
CCN(C1CCCCC1)S(=O)(=O)c1ccc(OC)c(C)c1	0.8	-4	-3	-0.9	-0.2	3	-2	0	-0.8	-1.5	1.0
CC(OC(=O)c1ccccc1NCc1ccco1)C(=O)Nc1ncc(Cl)cc1Cl (stereo unspecified)	-0.9	-338	-125	-0.9	1.2	-195	7	-252	-1.8	-1.7	1.0
Cc1cc(-c2ccc(NC(=O)[C@@H]3CCCC[C@@H]3C(=O)O)c(C)c2)ccc1NC(=O)[C@@H]1CCCC[C@@H]1C(=O)O	-2.9	6	1	0.1	-1.2	-1	-4	1	-1.6	-1.2	0.4
CS(=O)(=O)c1ccc(C(=O)Nc2ccc(N3CCCCC3)cc2)c(Cl)c1	-1.1	-3	0	0.6	-1.0	1	2	2	-2.1	-1.7	0.5
CC(=O)c1ccc(OCc2nnn(CC(=O)NS(=O)(=O)Cc3ccccc3)c2-c2ccccc2)cc1	0.1	-7	3	0.9	.	-1	-22	5	-0.1	-1.3	3.5
Cc1cc(C)nc(NC2=NC3CCCCC3N2)n1 (stereo unspecified)	-2.2	-9	-6	-0.3	-0.5	1	-2	-1	-2.2	-1.4	0.9
COc1cc(/C=C2/SC(=S)N(CC(=O)O)C2=O)ccc1OC(=O)c1ccco1	-0.8	-7	-2	-0.1	1.4	-4	-7	-17	-1.0	-1.2	1.3
CN(c1ccccc1)S(=O)(=O)c1cccc(NC(=O)c2ccc(Cl)c([N+](=O)[O-])c2)c1	-0.4	12	5	-2.0	0.1	3	-7	1	-0.1	-0.9	-0.2
O=C(Nc1ccccn1)C1CCN(S(=O)(=O)c2cccc3nonc23)CC1	-2.9	2	-6	-0.8	2.2	1	-2	1	1.0	-1.3	1.7
Cc1ccc(-c2csc3nc(=O)c(C)nn23)cc1	-2.8	-3	-5	-0.1	.	-11	1	-13	-0.1	-1.9	.
O=C(c1ccc(F)cc1)C1CCN(C(=O)c2ccncc2)CC1	-0.2	4	-4	-0.5	1.0	1	6	1	0.5	-1.3	-0.5
CCOC(=O)CCc1c(C)c2ccc(OCC(=O)N3CCOCC3)c(C)c2oc1=O	0.5	i	-215	-2.0	1.0	-52	10	-93	-1.3	-1.3	-1.6
O=C(COc1ccc(-n2cnnn2)cc1)Nc1ccccc1OC(F)F	0.4	-12	-3	0.5	-0.1	1	7	-5	-1.6	-1.3	2.9
O=C(Nc1cccc(Cl)c1)N1CCN(C2c3ccccc3-c3ccccc32)CC1	-0.3	-3	0	-0.8	2.2	3	-5	-3	-2.3	-0.5	-1.2
COc1ccccc1C(=O)NCCN=C1NS(=O)(=O)c2ccccc21	1.9	1	-1	-0.1	0.5	2	9	-5	-0.7	-1.4	0.4
C=C1CC2C(=O)N(Cc3cc(OC)ccc3OC)C(C(=O)OCC)(C(=O)OCC)C1N2C(=O)OC(C)(C)C (stereo unspecified)	-1.2	3	-1	-0.6	0.9	1	-5	2	-1.7	-1.8	-1.3
O=C(NC(C(=O)N/N=C/c1cccnc1)c1n[nH]c(=O)c2ccccc12)c1ccccc1 (stereo unspecified)	0.3	12	1	0.8	3.3	8	-11	-1	3.1	-1.1	3.5
CC1(C(=O)NCc2ccccc2)CN(S(C)(=O)=O)CC(=O)N1C1CCN(Cc2ccccc2)CC1 (stereo unspecified)	-3.2	-17	-6	-0.9	.	0	2	-4	0.1	-0.8	.
Nc1c(C(=O)NCc2ccccc2)nnn1Cc1ccc(F)cc1	-1.9	4	1	0.6	2.8	5	-1	9	3.0	-1.0	-1.2
Cc1cccc(-n2c(SCc3ccc(C#N)cc3)nnc2-c2c[nH]c3ccccc23)c1	-1.5	1	2	-0.3	-2.3	-2	-8	5	0.3	-1.6	-3.6
Cc1ccc(S(=O)(=O)N2CCN(C(=O)c3cc4c(s3)CCC(C)C4)CC2)cc1 (stereo unspecified)	-0.3	1	-1	0.5	-0.8	1	7	-1	-0.1	-0.2	2.4
c1ccc(-c2nc(-c3ccccn3)no2)cc1	3.5	3	-5	3.4	-3.5	-4	0	-1	6.4*	-0.8	-4.5
CCN(CC(=O)Nc1c(F)cccc1F)C(=O)CNC(=O)c1cccc(C)c1	-1.1	5	0	-0.2	-0.2	1	-2	-4	0.2	-1.2	4.0
Cc1cccc(CN2C(=O)c3ccccc3S(=O)(=O)c3ccc(C(=O)NCCCN4CCCC4)cc32)c1	2.8	5	0	1.4	0.1	8	-14	3	2.2	-0.5	2.9
COc1ccccc1-n1cc(CN2CCN(CC(C)C)C(CCO)C2)cn1 (stereo unspecified)	-1.0	-15	-7	-0.2	0.2	-2	8	-3	1.1	-0.6	-1.3
CCOc1ccc(NCCC(O)c2ccc(F)cc2)cc1 (stereo unspecified)	0.9	0	-2	-0.2	-0.8	-1	16	-1	3.2	-0.7	0.7
Nc1ncnc2c1ncn2CCOc1ccccc1	3.2	-3	-2	-0.6	0.6	2	2	2	-1.2	-1.0	6.3
COc1ccc(NC(=O)C2CCCN(c3nccc(C)n3)C2)cc1 (stereo unspecified)	0.1	-2	2	-0.8	-1.5	-1	-4	1	0.9	-1.0	1.5
Cc1ccc(-c2onc3ccc(C=O)cc23)cc1	13*	-346	-96	1.4	-3.4	-286	-7	-402	0.1	0.2	6.3
O=C(CNC(=O)c1ccccc1Br)N/N=C/c1cc(Br)ccc1O	-10	-87	-21	-1.3	0.5	-221	-27	-284	-3.5	-0.7	-4.2
